# Bioassay records deposited in PubChem by Broad Institute.
# BL2 CD40 inh – CD40 pathway inhibition in BL2 cells; BL2 NF-kB luciferase reporter, CD40L-induced, 4 h; inhibition, % at 10 µM; actives 0.94% (n = 83,000);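 active = mean inhibition of at least 50% with a set share of replicates also reaching that level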;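 note: 0% = neutral control wells and 100% = IKK inhibitor VII at 50 µM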
# * marks the source's active call; other numbers are inactive results; [ ] = dose if it differs, or a comment. These rows are one share of the data (hit frequency here may not be typical).
BL2 CD40 inh,mol
-1[25 µM],C[C@@H]1CN([C@H](C)CO)C(=O)c2ccccc2-c2ccccc2CO[C@@H]1CN(C)S(=O)(=O)c1cn(C)cn1
15,COc1ccccc1NS(=O)(=O)c1cccc(C(=O)N/N=C/c2c(CO)cnc(C)c2O)c1
-19,O=C1Nc2ccccc2N(O)N1c1ccc(S(=O)(=O)N2CCCCCC2)cc1
19,Cc1cc(=O)oc2cc(Oc3ncccc3[N+](=O)[O-])ccc12
11,COC(=O)C(NC(=O)CCc1c(C)nc2ncnn2c1C)C(C)C (stereo not given)
-62,CS(=O)(=O)N1N=C(c2ccccc2)CC1c1ccc2c(c1)OCO2 (stereo not given)
-56,O=C(c1cc(COc2ccccc2)on1)N1CCCC(CN2CCOCC2)C1 (stereo not given)
23,Cc1ccc(C(=O)N2CCCC(C(=O)c3ccc(Oc4ccccc4)cc3)C2)cn1 (stereo not given)
0[25 µM],C[C@H](CO)N1C[C@H](C)[C@@H](CN(C)C(=O)[C@H]2CCCN2C)OCc2ccccc2-c2ccccc2C1=O
17[25 µM],O=C(Nc1ccc(C(F)(F)F)cc1)Nc1ccc2c(c1)[C@H]1C[C@H](CC(=O)N3CCc4ccccc4C3)O[C@H](CO)[C@H]1O2
2,CC(C)CCNC(=O)c1cccc(C(=O)NCCC(C)C)c1
6,CCOc1cc(C(=O)O)cc(Cl)c1OC
-4[25 µM],CC(C)CC#Cc1ccc([C@@H]2[C@@H](CO)N3C(=O)CN(C(=O)c4ccccn4)C[C@H]23)cc1
-14,COc1cc(NC(=O)c2ccc3c(c2)OCCO3)ccc1NC(=O)c1ccccc1Cl
0,COc1ccc(/C=N/N(C(C)=O)c2nc(-c3ccc(C)cc3)cs2)cc1
-14,COc1ccc2c(Cl)c(C(=O)NN)sc2c1
9,CCn1cc(-c2cc(C(F)(F)F)n3nc(C(=O)O)cc3n2)c(C)n1
-5[25 µM],Cc1cc(C)c(S(=O)(=O)Nc2ccccc2C(F)(F)F)c(C)c1
-43,CCCCCC(=O)c1c(C)[nH]c(C(=O)OCC)c1C
9[25 µM],C[C@H]1CC(=O)N[C@H](c2ccccc2)C/C=C\C[C@@H](c2ccccc2)NC1=O
-9,Cc1cc(C)nc(N(C#N)CC(=O)Nc2ccccc2)n1
13,COC(=O)c1c(NS(=O)(=O)c2ccccc2)csc1C
5,O=C(NC1CCCCCC1)C1Cc2ccccc2CN1C(=O)c1ccco1 (stereo not given)
-5,CCN(CC(=O)Nc1c(F)cccc1F)C(=O)c1ccc(-c2ccccc2)cc1
4[25 µM],O=C(c1ccncc1)N1CC[C@@H]2[C@H](CO)Nc3ccc(Br)cc3[C@@H]21

BL2 CD40 inh,mol
8,FC(F)(F)c1nnc2ccc(N3CCCCC3)nn12
-8,CCN(CC)S(=O)(=O)c1ccc(C(O)=C(C#N)c2nc3ccccc3n2C)cc1
-13,O=C(C1CC(=O)N(c2ccccc2)C1)N1CCCCCC1 (stereo not given)
9,COc1cc2c(cc1OC)CN(S(=O)(=O)c1ccc3c(c1)OCCO3)CC2
12,O=C(NC1CCN(Cc2ccccc2)CC1)c1cc(S(=O)(=O)N2CCOCC2)ccc1Cl
-6,C/C(CC(=O)Nc1ccc(C)c(Cl)c1)=N\NC(=O)Cc1cnc(N)s1
-65,Cc1cc(N2CCN(C)CC2)nc2ccc(NC(=O)c3ccc4c(c3)OCO4)cc12
-1,CCCN(C(=O)c1c(CC)noc1C)c1c(N)n(Cc2ccccc2)c(=O)[nH]c1=O
-8,CC(=O)c1csc(COc2ccccc2)n1
13,Cc1cnnc2c1-c1nonc1CC2
-4[25 µM],COCC(=O)Nc1ccc2c(c1)C(=O)N(C)[C@@H]1CC[C@H](CC(=O)N3CCc4ccccc4C3)O[C@H]1CO2
5,Cc1noc(C)c1CCC(=O)NC1CCCN(Cc2ccc(Cl)cc2)C1 (stereo not given)
-11,CC(C)c1ccc(S(=O)(=O)N(C)C2(C)CCS(=O)(=O)C2)cc1 (stereo not given)
-29[25 µM],N#Cc1cccc(-c2ccc3c(c2)[C@H]2[C@H](CCN2Cc2cncnc2)[C@@H](CO)N3)c1
4,CC(C)[C@H](NC(N)=O)C(=O)Nc1cccc(S(=O)(=O)N2CCOCC2)c1
-6,COc1ccc(-n2cc(CN(C)Cc3n[nH]c(=O)[nH]3)c(-c3cccc(F)c3)n2)cc1
16,CCC(C)(C)n1nnnc1C(C(C)C)N(Cc1cccnc1)Cc1ccco1 (stereo not given)
6,CC(Sc1nc(C(F)(F)F)nc2ccccc12)C(=O)NC1CCCC1 (stereo not given)
9,CCOC(=O)C1(CCOc2ccccc2)CCN(C(=O)c2ccc(-n3cccn3)cc2)CC1
5,CCS(=O)(=O)c1nc2ccccc2n1CC(=O)N1CCCCC1
-1,S=C(NCc1ccco1)NCC(c1ccco1)N1CCCCC1 (stereo not given)
12,COc1ccc(C)cc1NC(=O)CCN1CC(C)OC(C)C1 (stereo not given)
-13,CN1CCN(Cc2cccc(Oc3ccccc3)c2)CC1
-12,COc1cccc(-c2nn(-c3ccc(C)cc3)cc2C(=O)NCC(c2cccs2)N2CCOCC2)c1 (stereo not given)
4,CO[C@@H](CN(C)Cc1cc(F)ccc1F)[C@@H](C)CN([C@@H](C)CO)S(=O)(=O)c1ccc(F)cc1

BL2 CD40 inh,mol
4,O=C(NCc1ccco1)C1c2ccccc2Oc2ccccc21
9,COC(=O)c1sc(NC(=O)COc2cccc3ccccc23)nc1C
3,COc1ccc(C/C(N)=N/O)cc1
1,O=C(C[C@@H]1CC[C@@H]2NC[C@@H](O)COC[C@H]2O1)NCCN1CCCC1
-5,CCOc1ccc(N=C2NN=C(c3cc(C)n(CC4CCCO4)c3C)CS2)cc1 (stereo not given)
-2,C[C@@H]1CN([C@H](C)CO)C(=O)c2cc(NC(=O)Nc3ccc(F)cc3)ccc2O[C@@H](C)CCCCO[C@@H]1CN(C)C(=O)NC1CCCCC1
-10[25 µM],COc1ccc2c3c([nH]c2c1)[C@H](CO)NCC31CN(Cc2cc(F)ccc2F)C1
11,COC(=O)c1ccc2c(c1)NC(=O)CS2
-8,CCC1CCCCN1C(=O)COC(=O)CSc1ccc(C(N)=O)cc1[N+](=O)[O-] (stereo not given)
6,COCCN(C(=O)COC(=O)COc1ccc2c(c1)CCC2)c1c(N)n(Cc2ccccc2)c(=O)[nH]c1=O
-5,N#C/C(=C/C1=C(N2CCOCC2)C(=C/c2cccc([N+](=O)[O-])c2)/CC1)C(=O)Nc1ccccc1F
14,Cc1ccc(S(=O)(=O)NCC(=O)OC(C(=O)c2ccccc2)c2ccccc2)cc1 (stereo not given)
-16,O=C(Cc1coc2ccc3ccccc3c12)NCc1cccs1
-19,Cc1csc(NC(=O)C2CCCC2)n1
6[25 µM],O=C(C[C@H]1CC[C@@H]2[C@H](COC[C@H](O)CN2S(=O)(=O)c2cccc(F)c2)O1)NCc1ccncn1
-2,Cc1ccc(S(=O)(=O)N2CCN(C(=O)c3cc(S(=O)(=O)N(C)C)ccc3N3CCCC3)CC2)c(C)c1
-13,c1ccc(Cc2nnc3sc(-c4cccs4)nn23)cc1
-4,CNC[C@@H]1Oc2ccc(N)cc2CC(=O)N(C)C[C@@H]1C
9,O=C1CC(N2CCC(O)(c3ccc(Cl)cc3)CC2)C(=O)N1 (stereo not given)
16[25 µM],COc1ccccc1C(=O)N1C[C@@H]2[C@H](c3ccccc31)[C@H](CO)N2CC1CCCC1
6,CCc1nnc(NC(=O)C2CC(=O)N(Cc3ccco3)C2)s1 (stereo not given)
7,O=C(CCC1CCCC1)Nc1cc(Cl)ccc1N1CCOCC1
4,O=C(CNC(=O)c1ccc(Cl)cc1)NCCCn1ccnc1
-2[25 µM],CCCNC(=O)Nc1ccc2c(c1)OC[C@@H](C)N(C(=O)C1CCOCC1)C[C@@H](C)[C@@H](OC)CN(C)C2=O
0[25 µM],COc1ccc(-c2ccc3n(c2=O)C[C@@H]2[C@@H](CO)[C@H](C(=O)NC4CCC4)N(S(C)(=O)=O)[C@H]32)cc1

# An excerpt of these results, field by field:
> Cc1cnnc2c1-c1nonc1CC2
  BL2 CD40 inh = 13

> COCC(=O)Nc1ccc2c(c1)C(=O)N(C)[C@@H]1CC[C@H](CC(=O)N3CCc4ccccc4C3)O[C@H]1CO2
  BL2 CD40 inh = -4[25 µM]

> Cc1noc(C)c1CCC(=O)NC1CCCN(Cc2ccc(Cl)cc2)C1 (stereo not given)
  BL2 CD40 inh = 5

> CC(C)c1ccc(S(=O)(=O)N(C)C2(C)CCS(=O)(=O)C2)cc1 (stereo not given)
  BL2 CD40 inh = -11

# 2 successive entries out of the list so far, quoted:
BL2 CD40 inh,mol
4,O=C(NCc1ccco1)C1c2ccccc2Oc2ccccc21
9,COC(=O)c1sc(NC(=O)COc2cccc3ccccc23)nc1C

# Continued.
BL2 CD40 inh,mol
10,O=C1NC2(CCCCC2)C(=O)N1CC(=O)N(Cc1ccccc1)c1ccccc1
12,Cc1nn(Cc2ccccc2)c(Cl)c1C(=O)NCc1ccc(C)n1C
-9,O=C(c1ccc(SCc2ccco2)c([N+](=O)[O-])c1)N1CCOCC1
-12,COc1ccc(CNC(=O)CN2CCN(S(=O)(=O)c3cc(Br)ccc3Br)CC2)cc1OC
16,Cc1ccccc1NC(=O)COc1cccc2c1CCNC2=O
9,CCOC(=O)c1ccc(NC(=O)CSCCC(=O)O)cc1
-15,c1cncc(CN=C2Nc3ccccc3CS2)c1
18[25 µM],OC[C@H]1[C@@H](c2ccccc2)C2(CN(Cc3ccccc3F)C2)N1Cc1ccccc1F
-16[25 µM],CC(C)C(=O)Nc1ccc2c(c1)C(=O)N(C)[C@H]1CC[C@@H](CC(=O)NCCc3ccccc3)O[C@@H]1CO2
-7,Cc1ccc(O)c(NC(=O)c2cc([N+](=O)[O-])ccc2Cl)c1
1,COc1ccccc1NC(=O)Nc1nc(CC(=O)NCc2ccc(F)cc2)cs1
-8,O=C(NCCN1CCOCC1)c1ccc2c(c1)ncn2C1CCCC1
9,CS(=O)(=O)c1nncn1-c1ccccc1
4,Cc1cccc(NC(=O)CNC(=O)CSc2nc(N)cc(N)n2)c1C
-8,O=C(OCC(=O)c1c[nH]c2ccccc12)c1ccc([N+](=O)[O-])s1
11,O=C(c1ccc(F)cc1)c1c[nH]c(C(=O)NCCCN2CCOCC2)c1
2,Cn1ncc(Cl)c1C(=O)N1CCN(C(=O)c2ccco2)CC1
-9,Cc1nnc(Nc2ccc3c(c2)ncn3C)c2ccccc12
12,CC1(C)CC(CCN(Cc2ccccc2)C(=O)c2ccco2)(c2ccccc2)CCO1 (stereo not given)
-3[25 µM],CC(C)NC(=O)N1C[C@@H]2[C@H](c3ccccc31)[C@@H](CO)N2Cc1ccccn1
1,Cc1oc(-c2ccccc2)cc1C(=O)NCc1ccncc1
3,CN(CC(=O)Nc1cccc(F)c1)C(=O)c1cccnc1Sc1ccccc1
1,O=C(Oc1ccc(Cl)c2cccnc12)C12CC3CC(CC(C3)C1)C2
10,O=C(O)CCCC(=O)NCCc1ccncc1
2,CC(C)c1ccc(C2OCCCO2)cc1

BL2 CD40 inh,mol
3,COc1ccc(-n2cnc3c(sc4nccc(N(C)C)c43)c2=O)cc1
-6,CC(=O)c1cc(Cl)ccc1OCc1cccc(S(=O)(=O)N2CCOCC2)c1
3,CCOc1ccc(C(=O)CCC(=O)Nc2cccc(S(=O)(=O)N3CCCCC3)c2)cc1
1,Cc1ccc(S(=O)(=O)N2CCN(C(=O)COC(=O)CSc3ccccc3)CC2)c(C)c1
-10,COc1ccc(C(CNC(=O)C(C)Oc2ccc(Br)cc2)N2CCCC2)cc1 (stereo not given)
8,CC(C(=O)NC1CCCc2ccccc21)N1CCN(Cc2ccc3c(c2)OCO3)CC1 (stereo not given)
5,O=C(OCc1cc2ccccc2[nH]c1=O)c1ccccn1
6,CCOc1ccc(NC(=O)CN(C)C(=O)Cn2c(=O)oc3ccccc32)cc1OCC
-2,CCOC(=O)C1(CCOc2ccccc2)CCN(Cc2cccs2)CC1
-11[25 µM],CN(C)C(=O)c1cccc(-c2ccc([C@H]3[C@@H](CO)N4C(=O)CN(C(=O)C5CCC5)C[C@@H]34)cc2)c1
9,O=C(C1CCCN(Cc2nc(-c3ccc(Cl)cc3)no2)C1)N1CCOCC1 (stereo not given)
-9,COC(=O)Nc1nc2ccc(Br)cc2s1
-1,C[C@@H]1CN([C@@H](C)CO)C(=O)CCCn2nncc2CO[C@H]1CN(C)C(=O)Nc1ccc(N2CCN(C)CC2)cc1
5,CN1[C@@H]2c3ccc(-c4cccc(F)c4)c(=O)n3C[C@@H]2[C@@H](CO)[C@@H]1C(=O)NC1CCC1
13[25 µM],Cc1cccc(S(=O)(=O)N2C[C@H]3[C@@H](c4ccccc42)[C@H](CO)N3CC2CCCC2)c1
-5[25 µM],CC(=O)N1[C@H](CO)[C@H](c2ccccc2)[C@@H]1CN(C(=O)c1cccc(F)c1)C(C)C
7,COCc1cc(C(C)=O)ccc1OC
9,O=C(CCc1ccccc1)Nc1cc2c3c(c1)CCC(=O)N3CCC2
2,COc1cc(CO)c(Br)cc1OCC(N)=O
-10,Cc1cc(C)n2nc(SCc3nc4ccccc4[nH]3)nc2n1
-8[25 µM],Cc1noc(C)c1NC(=O)N(C)C[C@@H]1OCc2ccccc2-c2ccccc2C(=O)N([C@H](C)CO)C[C@H]1C
-18,CC1Oc2ccccc2N(CC(=O)c2ccccc2)C1=O (stereo not given)
-2[25 µM],CO[C@H]1CN(C)C(=O)c2cc(NC(=O)C3CCCCC3)ccc2OC[C@H](C)N(Cc2cccnc2)C[C@@H]1C
6,COc1cc(C(=O)Nc2cc(C)cc(C)c2)c(-n2cnnn2)cc1OC

# Given as comma-separated lines: part of the list above.
mol,BL2 CD40 inh
CC(C(=O)NC1CCCc2ccccc21)N1CCN(Cc2ccc3c(c2)OCO3)CC1 (stereo not given),8
CC(=O)N1[C@H](CO)[C@H](c2ccccc2)[C@@H]1CN(C(=O)c1cccc(F)c1)C(C)C,-5[25 µM]
COc1ccc(-n2cnc3c(sc4nccc(N(C)C)c43)c2=O)cc1,3
Cc1ccc(S(=O)(=O)N2CCN(C(=O)COC(=O)CSc3ccccc3)CC2)c(C)c1,1
Cc1cccc(S(=O)(=O)N2C[C@H]3[C@@H](c4ccccc42)[C@H](CO)N3CC2CCCC2)c1,13[25 µM]
